High-throughput results: PubChem BioAssay, National Center for Advancing Translational Sciences (NCATS)
Luciferase inh = blocks Photinus pyralis firefly luciferase activity. Potency, µM (top dose mostly 57.1 µM), without a hit: at the highest dose activity change, negative = inhibition, usual class: inhibitors. purified firefly luciferase, luminescence, 8 min. 72,000 tested, 2.2% active. P08659; note: potency is the fitted concentration of half-maximal effect; % is set by controls: 0 for no effect and ±100 for the full control effect; nearly all actives have a fitted effect of over 40% in size
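Compounds were tested as concentration series (qHTS) against purified P. pyralis luciferase with luciferin and 10 uM ATP in 50 mM imidazole pH 7.2, 50 mM KCl, 7 mM MgCl2, 0.01% Tween 20, 0.05% BSA. Luminescence was read after 8 min at ambient temperature.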
USP2a inh = blocks human ubiquitin-specific protease USP2a. 60,000 tested, 0.1% active. AID 927. Potency, µM (top dose mostly 38.3 µM), inactives show at the highest dose activity change, negative = inhibition, most hits filed as inhibitors. USP2a enzymatic assay, qHTS inhibition. O75604;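 note: potency is the fitted concentration of half-maximal effect; nearly all actives have a fitted effect of over 60% in size; plate controls were DMSO for no effect and NEM full inhibition control for full effect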
Target sequence (O75604 whole entry, looked up): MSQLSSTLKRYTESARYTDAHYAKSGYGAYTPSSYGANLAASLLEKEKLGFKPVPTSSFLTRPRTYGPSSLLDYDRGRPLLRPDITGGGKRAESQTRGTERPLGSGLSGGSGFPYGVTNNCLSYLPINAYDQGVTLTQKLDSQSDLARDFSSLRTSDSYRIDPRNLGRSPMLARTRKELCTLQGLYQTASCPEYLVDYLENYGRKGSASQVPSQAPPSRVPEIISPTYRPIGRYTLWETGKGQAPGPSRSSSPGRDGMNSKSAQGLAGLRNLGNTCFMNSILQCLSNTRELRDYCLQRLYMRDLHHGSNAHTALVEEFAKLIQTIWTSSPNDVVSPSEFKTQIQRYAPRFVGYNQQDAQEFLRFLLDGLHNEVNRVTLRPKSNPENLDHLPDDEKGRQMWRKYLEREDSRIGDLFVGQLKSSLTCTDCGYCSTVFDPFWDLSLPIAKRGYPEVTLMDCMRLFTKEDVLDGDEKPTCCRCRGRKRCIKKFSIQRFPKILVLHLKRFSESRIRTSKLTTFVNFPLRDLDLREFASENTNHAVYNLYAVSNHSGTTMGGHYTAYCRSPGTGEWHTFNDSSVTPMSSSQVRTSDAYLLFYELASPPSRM
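20 nM USP2 core + cpd, 30 min RT; add 20 nM Ub-PLA2/20 uM NBD C6-HPC; read Ex460/Em535 at 0 h and 2.5 h. Normalized to NEM; qHTS curve fit/classification.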
Casp1 inh = caspase-1 (human) inhibition, allosteric or competitive; Caspase-1 enzyme, Ac-WEHD-AFC fluorogenic rate; 75,000 tested, 0.03% active; P29466; Potency, µM (highest dose often 57.5 µM), without a hit: at the highest dose activity change, negative = inhibition, most hits filed as inhibitors; AID 900;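 note: potency is the fitted concentration of half-maximal effect; plate controls were vehicle for no effect and no substrate for full effect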
Target sequence (P29466 120-297 limits assumed): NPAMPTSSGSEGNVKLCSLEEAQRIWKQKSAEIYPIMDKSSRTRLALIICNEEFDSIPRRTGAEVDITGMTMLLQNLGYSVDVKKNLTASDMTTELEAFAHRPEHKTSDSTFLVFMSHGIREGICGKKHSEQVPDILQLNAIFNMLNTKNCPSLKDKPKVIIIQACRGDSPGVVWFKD
Target sequence (P29466 317-404 limits assumed): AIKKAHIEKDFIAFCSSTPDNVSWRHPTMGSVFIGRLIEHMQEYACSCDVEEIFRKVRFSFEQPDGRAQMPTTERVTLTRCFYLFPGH
ERK AVP inh = inhibitors of vasopressin-stimulated ERK signaling pathway; HEK293-V1b, vasopressin-stimulated pERK AlphaScreen; Potency, µM (series often up to 57.5 µM), inactives show top-dose activity, negative = inhibition, usual class: inhibitors; 72,000 tested, 0.99% active; note: potency is the fitted concentration of half-maximal effect; % is set by controls: 0 for no effect and ±100 for the full control effect; nearly all actives have a fitted effect of over 55% in size
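Overnight-seeded V1b-HEK293 cells in 1% FBS got compound, then vasopressin (25 nM final, 5 min, 37C), then lysis buffer. AlphaScreen detection of phospho-ERK; activity normalized to basal and full-stimulation controls.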
Casp7 inh = caspase-7 (human) inhibition, allosteric or competitive. Potency, µM (highest dose often 57.5 µM), for inactives: at the highest dose activity change, negative = inhibition, most hits filed as inhibitors. recombinant caspase-7, Ac-DEVD-AFC fluorescence rate. AID 889. 75,000 tested, 0.02% active; active = well fitted inhibition curve with a large enough effect in the main read-out, with a control signal flat, not every such curve was filed as active; inconclusive = small, poorly fitted or top-dose-only effect, or a change in a side signal; note: potency is the fitted concentration of half-maximal effect; % of control where 0% means no effect
BRCT PPI green = blocks human BRCA1 BRCT binding to phosphopeptide, green readout; P38398; BRCA1 BRCT-phosphopeptide binding, green fluorescence polarization; Potency, µM (highest dose often 76.9 µM), for inactives: at the highest dose activity change, negative = inhibition, most hits filed as inhibitors; 75,000 tested, 0.05% active;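 note: potency is the fitted concentration of half-maximal effect; plate controls were peptide without protein for full effect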
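Compounds were incubated for 12 min at room temperature with a complex of 100 nM fluorescein-tagged pBACH1 decapeptide and 250 nM His-tagged BRCT protein. Buffer was phosphate pH 7.3 with EDTA, DTT and Tween 20. Disruption of binding lowers the polarization signal.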
Tau filament bind = binders of human tau filaments; P10636; recombinant tau filaments, thioflavin S fluorescence, 15 h; filaments grown with octadecylsulfate alongside compound; Potency, µM (top dose mostly 57.1 µM), for the others: at the highest dose activity change, negative = inhibition; 71,000 tested, 2% active;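 note: potency is the fitted concentration of half-maximal effect; % is set by controls: 0 for no effect and ±100 for the full control effect; actives lower thioflavin S fluorescence by blocking filaments or displacing dye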
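Thioflavine S fluorescence (ex 450, em 510 nm) reports filaments formed from 1 uM human tau plus 30 uM ODS over 15 h at 37 C (10 mM HEPES pH 7.4, 100 mM NaCl, 5 mM DTT); compounds displacing dye or blocking filaments lower signal.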
BRCT PPI red = inhibitors of human BRCA1 BRCT-phosphoprotein interaction (red fluorophore); P38398; BRCT-phosphopeptide binding, red fluorescence polarization; Potency, µM (series often up to 76.9 µM), without a hit: at the highest dose activity change, negative = inhibition, usual class: inhibitors; 75,000 tested, 0.03% active; AID 892; note: % is set by controls: 0 for no effect and ±100 for the full control effect
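Fluorescence polarization: 100 nM His-tagged BRCA1 BRCT with 100 nM TAMRA-labelled phospho-BACH1 decapeptide, phosphate buffer pH 7.3 with 150 mM NaCl, DTT, 0.01% Tween 20; 12 min RT. Binding inhibition seen as FP decrease.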
CRE-bla Fsk = CRE-bla signaling modulation under forskolin stimulation. CHO CRE-bla reporter (cAMP response element driving beta-lactamase), forskolin EC10, beta-lactamase ratio. Potency, µM (highest dose often 38.2 µM), for inactives: top-dose activity change, negative = inhibition, actives largely listed as activators. 71,000 tested, 2.5% active. AID 662; active = well fitted activation curve with a large enough effect in the signal ratio, with a control signal flat, not every such curve was filed as active; inconclusive = small, poorly fitted or top-dose-only effect, or effect the other way, or a change in a side signal; the % refers to the signal ratio; note: potency is the fitted concentration of half-maximal effect; % of control where 0% means no effect
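Reporter-gene assay: CHO cells with beta-lactamase behind cAMP responsive elements, co-treated with compound and EC10 NKH 477 for 3 hours at 37 degrees Celsius. Activity came from the 460/530 nm CCF4 emission ratio.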
HEK293 cAMP cs = counter-screen for TSHR agonists: cAMP increase in parental HEK293. parental HEK293 CNG cAMP sensor, membrane potential fluorescence. Potency, µM (highest dose often 57.1 µM), for inactives: at the highest dose activation, usual class: activators. 73,000 tested, 2.5% active; note: potency is the fitted concentration of half-maximal effect; % of control where 0% means no effect; nearly all actives have a fitted effect of over 55% in size
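Parental HEK 293 cells stably expressing a cAMP-gated CNG channel were loaded with membrane potential dye containing 100 uM RO 20-1724 for 60 min. Compound added for 30 min; depolarization read as fluorescence intensity at 590 nm.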
A350 autofl = compound fluoresces in the Alexa 350 spectral region. Compound autofluorescence, 340/450 nm, Alexa 350 dye-equivalents; hits give high values. max dye-equivalent concentration, M. 59,000 tested, 11% active. AID 590; in the data active = max dye-equivalent concentration above about 10 nM; inconclusive = mostly about 1.1 nM to 9.6 nM
Active calls of the source: *; i = inactive; ? = inconclusive; . = not tested or not shown; [ ] = another dose, or the depositor's remark. Unless noted, calls come from the whole dose curve; as a rule, active = well fitted curve in the direction sought with a large enough effect; inconclusive = small, poorly fitted or top-dose-only effect, or another doubt; inactive = no such curve, though single readings can be large; an effect the other way counts as inactive or inconclusive.

SMILES	Luciferase inh	USP2a inh	Casp1 inh	ERK AVP inh	Casp7 inh	BRCT PPI green	Tau filament bind	BRCT PPI red	CRE-bla Fsk	HEK293 cAMP cs	A350 autofl
CCOc1ccc(C(=O)NC2CCN(S(C)(=O)=O)CC2)cc1	-2%	2%	3%	-10%	0%	-2.1%	4%	0.9%	8%	1%	i
CC1CCCN(C(=O)Nc2cccc(NC(=O)N3CCCC(C)C3C)c2)C1C (stereo unspecified)	-15%	22%	-2%	-23%	-1%	-1.5%	-11%	1.9%	-11%	11%	i
C=CCn1c(SCC(=O)NC2CCCC2)nc2scc(-c3ccco3)c2c1=O	-2%	39%[activator]	-7%	2%	-27%	1.0%	107%	-1.0%	?	?	i
Cc1noc(/C=C/N(C)C)c1S(=O)(=O)N1CCc2ccccc21	1%	.	-9%	-29%	-14%	5.1%	92%	0.4%	?	14%	.
COc1cccc(-c2nc(CS(=O)(=O)CC(=O)N3CCN(c4ccccn4)CC3)c(C)o2)c1	-1%	.	2%	?	-1%	-0.6%	19%	-1.8%	?	16%	.
COC(=O)CN1C(=O)C(O)(CC(=O)c2cccc(Br)c2)c2ccccc21 (stereo unspecified)	3%	.	1%	-8%	-2%	-0.4%	-3%	-1.3%	-4%	-2%	.
Cc1c(Br)cc(C(=O)OC2CCN(C)CC2)c(C)c1C	1%	11%	-1%	-15%	2%	0.8%	4%	-0.2%	0%	24%	i
COC(=O)c1ccccc1NC(=O)Cn1c(SC)c(F)cnc1=O	5%	-3%	0%	-10%	0%	-0.3%	10%	0.3%	7%	?	i
CCOC(=O)C(Sc1ncn[nH]1)c1ccccc1 (stereo unspecified)	3%	4%	0%	-19%	0%	-4.9%	-1%	0.0%	1%	2%	.
COC(=O)c1ccc(C(NC(=O)OCc2ccccc2)/C(=C/[C@@H](C)C(=O)N[C@@H](CO)Cc2ccccc2)c2cccnc2)cc1 (stereo partly specified)	.	.	-3%	14%	-3%	-0.5%	12%	-0.5%	-21%	?	.
CCc1c(C(=O)NCCc2ccc(OC)c(OC)c2)[nH]c(C)c1C(C)=O	0%	-1%	0%	17%	-1%	0.2%	4%	-2.0%	?	-1%	i
CCN1C(=O)CC(N2CCN(c3ccc(C(=O)c4ccccc4)cc3)CC2)C1=O (stereo unspecified)	?	15%	-2%	16µM*	-1%	-2.7%	-3%	-0.2%	-21%	12%	i
O=c1[nH]c(=O)n(Cc2ccccc2)c2c1CCC2	1%	-1%	3%	-7%	-2%	-3.4%	3%	-0.9%	-7%	3%	i
Cc1ccc(-n2cc(-c3ccccc3)[nH]c2=O)cc1F	2%	15%	1%	19%	0%	1.2%	-4%	1.2%	-26%	2%	i
CC12CN3CC(C)(CN(C1)C3c1ccccc1Cl)C2O (stereo unspecified)	-1%	-2%	0%	-13%	-1%	-1.4%	-7%	-1.9%	1%	-1%	i
CCCn1c(=S)[nH]c2cc(C(=O)N3CCN(c4ccccc4OC)CC3)ccc2c1=O	1%	23%	-2%	-4%	-7%	-5.0%	-18%	-0.9%	?	3%	i
Cn1c(=O)c2[nH]c(NCC3CCCO3)nc2n(-c2ccccc2)c1=O (stereo unspecified)	2%	-3%	1%	-21%	-2%	-3.4%	1%	0.1%	3%	1%	1.1e-08M*
O=c1oc2cc(OCc3nn[nH]n3)ccc2c2c1CCCC2	0%	-5%	-5%	-21%	-5%	1.5%	8%	-2.3%	?	10%	2.1e-07M*
CC1(C)N=C(c2cccc(F)c2)C(=O)N1	-1%	-12%	1%	9%	2%	2.5%	4%	-0.4%	-5%	0%	2.3e-08M*
COc1ccc(-c2cc3c(=O)n(CC(=O)NC4CCN(Cc5ccccc5)CC4)ncn3n2)cc1	-18%	-3%	1%	12%	-1%	-1.8%	-5%	-4.2%	8%	8%	i
CCN1C(=O)c2cccc3c(NC(=O)C(C)(C)C)ccc1c23	-1%	1%	-10%	-5%	-10%	-2.4%	2%	1.0%	68%	-7%	i
O=C(Cn1c(=O)sc2ccccc21)NCc1ccco1	8%	-9%	-2%	-12%	0%	-1.6%	10%	-0.2%	-1%	0%	i
O=C(c1ccccc1)n1ccc2ccccc21	-2%	-4%	-3%	28%	0%	-1.1%	21%	1.3%	14%	?	.
CCCCOc1ccc(N2C(=O)CC(N(O)c3ccccc3)C2=O)cc1 (stereo unspecified)	0%	3%	0%	-19%	-5%	-1.4%	-18%	0.2%	-15%	-11%	?
CCCC(=O)Nc1cc(-c2cn3cccnc3n2)ccc1OC	-3%	6%	-2%	13%	-3%	-1.3%	5%	1.6%	?	2%	1.8e-07M*
Cn1c(=O)c2nnn(/N=C(\c3ccccc3)C3CC3)c2n(C)c1=O	0%	1%	-1%	-4%	-1%	-1.7%	2%	-0.2%	?	-1%	?
C/C(=N\NC(=O)c1ccncc1)c1ccc2ccccc2c1O	1%[11.4 µM]	.	-4%[11.5 µM]	7%[11.5 µM]	-4%[11.5 µM]	146%[activator][15.4 µM]	78%[11.4 µM]	0.1%[15.4 µM]	-22%[7.6 µM]	-11%[11.4 µM]	i
C=CCN1C(=O)CSc2ccc(C(=O)OCC)cc21	2%	6%	-2%	-11%	-1%	1.6%	4%	-0.3%	?	7%	i
O=C(O)CCN1C(=S)CSC1=S	-2%[11.4 µM]	.	0%[11.5 µM]	-8%[11.5 µM]	-1%[11.5 µM]	-1.6%[15.4 µM]	5%[11.4 µM]	0.9%[15.4 µM]	-10%[7.6 µM]	8%[11.4 µM]	i
O=C(NCCN1CCCC1)c1cc(-c2ccncc2)nc2ccc(S(=O)(=O)N3CCOCC3)cc12	3%	10%	0%	8%	0%	-3.5%	?	0.4%	-12%	3%	i
CC(OC(=O)C1CC=CCC1C(N)=O)C(Cl)=C(Cl)Cl (stereo unspecified)	0%	-2%	-1%	6%	-2%	-0.3%	-6%	-1.2%	-2%	22%	.
CCC(C)[C@H](NC(=O)NCc1ccccc1)C(=O)O (stereo partly specified)	-1%	-1%	-1%	-8%	2%	-1.3%	-1%	-0.6%	?	11%	i
CS(=O)(=O)N1CCN(c2ccccc2NC(=O)Cc2ccccc2)CC1	0%	-7%	-1%	-11%	0%	0.1%	-5%	0.3%	-4%	20%	i
CCOC(=O)Cc1csc(SCC(=O)/C(C#N)=C(\C)N)n1	1%	2%	1%	-17%	0%	-1.4%	1%	-1.5%	2%	1%	i
CC(=O)[C@@]1(O)CC[C@@H]2[C@@H]3CCC4=CC(=O)CC[C@@]4(C)[C@H]3CC[C@]21C	-1%	9%	2%	1%	0%	-1.1%	-1%	2.1%	3%	1%	i
CCOC(=O)C1CCCN(Cc2nc(N)nc(Nc3ccccc3OC)n2)C1 (stereo unspecified)	2%	.	-4%	1%	-1%	0.3%	5%	0.3%	6%	14%	.
CC(=O)N1CCC2(CC1)CN(Cc1ccccc1)C2	1%[11.4 µM]	0%	0%	1%	-1%	-3.9%	-4%	-1.8%	-5%	11%	i
Cc1nc2cncnc2n(C2CC2)c1=O	0%[11.4 µM]	21%	-6%	4%	-8%	1.6%	0%	2.1%	-13%	20%	?
CCOc1cc(-c2noc(CCCC(N)=O)n2)cc(Br)c1OC	0%	14%	-1%	-20%	0%	-1.6%	2%	-0.1%	?	8%	i
O=C(Cn1ncc2c(=O)oc3ccccc3c21)NCCC1=CCCCC1	-8%	8%	-11%	0%	-23%	-0.7%	56%	-2.1%	0%	?	?
O=C1CC(c2ccccc2)CN1S(=O)(=O)c1ccccc1 (stereo unspecified)	2%	.	2%	8%	-1%	0.4%	-10%	-1.3%	-11%	6%	.
COCCNC(=O)c1c(N)n(CCCn2ccnc2)c2nc3ccccc3nc12	3%	-4%	-1%	-2%	0%	-2.3%	-11%	0.4%	-4%	9%	?
COc1ccc(OCCC(=O)NCc2ccccc2)cc1	0%	10%	-1%	5%	1%	0.2%	10%	0.1%	-1%	4%	i
O=C(O)C1C2C=CC3(CN(Cc4ccccn4)C(=O)C13)O2 (stereo unspecified)	6%	.	0%	-3%	1%	-1.1%	1%	1.0%	0%	0%	?
COc1ccc(CCN(C)CCN2C(=O)c3ccccc3C2=O)cc1OC	3%	3%	-1%	-15%	0%	-1.4%	-1%	0.3%	-4%	-5%	i
